# Bioassay records (PubChem)
# NPYLR7 ag: mosquito NPYLR7 agonism. HEK293T NPYLR7/Galpha15, GCaMP6s calcium fluorescence. activation, % at 10 µM. 0.15% of 270,000 active. AID 1259423; in the data active = activation above about 40%;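 note: 0% = vehicle and 100% = reference agonist at the receptor; some compounds past the cut are filed as inactive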
# mcGAS inh: blocks mouse cGAS activity; inhibition, % at 12.5 µM; Q8C6L5; 0.15% of 160,000 active; recombinant cGAS, Kinase-Glo ATP depletion luminescence;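 note: 0% = negative control wells and 100% = reference inhibitor with no enzyme activity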
# hcGAS inh: human cGAS inhibition; recombinant h-cGAS, ATP depletion, Kinase-Glo luminescence; AID 1259398; inhibition, % at 12.5 µM; 0.081% of 290,000 active; Q8N884;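 note: 0% = vehicle reaction and 100% = reaction without DNA for no activity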
# Target sequence (Q8N884 whole entry, looked up): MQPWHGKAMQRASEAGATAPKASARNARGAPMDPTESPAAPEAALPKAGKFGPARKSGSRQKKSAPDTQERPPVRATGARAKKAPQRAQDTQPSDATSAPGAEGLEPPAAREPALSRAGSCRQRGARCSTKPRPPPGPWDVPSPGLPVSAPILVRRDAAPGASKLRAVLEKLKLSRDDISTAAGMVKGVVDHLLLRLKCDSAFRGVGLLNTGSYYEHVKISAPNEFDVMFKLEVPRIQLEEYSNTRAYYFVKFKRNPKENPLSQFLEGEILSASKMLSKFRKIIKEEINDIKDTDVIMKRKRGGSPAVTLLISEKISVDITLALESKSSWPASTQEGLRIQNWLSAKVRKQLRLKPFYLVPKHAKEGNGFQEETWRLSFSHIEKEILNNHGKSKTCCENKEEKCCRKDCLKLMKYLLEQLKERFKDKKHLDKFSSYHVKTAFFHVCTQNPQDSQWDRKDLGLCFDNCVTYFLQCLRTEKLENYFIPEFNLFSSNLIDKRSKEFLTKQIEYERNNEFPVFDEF
# * = called active by the depositor; nt = not tested or not shown; & = joins results of further samples. Cut-off read from the data, not from the text of the source, unless noted: active = inhibition above about 40%; inactive = the rest.
no.	SMILES	NPYLR7 ag	mcGAS inh	hcGAS inh
1	Cc1ccc(C(CCN2CCCC2)Oc2ccc(C(=O)NCCc3cnc[nH]3)cc2)o1 (stereo not given)	2	-5	1
2	Cc1c(C(=O)NCc2cccc([N+](=O)[O-])c2)sc(=O)n1Cc1ccc(-c2ccccc2)cc1	13	nt	-7
3	CC(c1cccc(-c2cccc(C(F)(F)F)n2)c1)N(C)C (stereo not given)	3	-12	-5
4	COc1ccc(S(=O)(=O)NCCOc2ccc3nnc(C)n3n2)cc1F	8	-8	-3
5	CCNC(=O)NC(=O)C(C)Sc1nnnn1-c1ccc(C)cc1C (stereo not given)	-6	-4	-10
6	O=C(CCN=C1NS(=O)(=O)c2ccccc21)NCCCCCc1nc(-c2cccs2)no1	-4	-2	5
7	O=C(NC(c1ccc(F)cc1)c1ccc2ccccc2n1)C1CCN(Cc2ccc(Cl)cc2)CC1 (stereo not given)	-6	-2	-2
8	Cc1nn(C)c(Cl)c1C(=O)NCc1ccc(N2CCCC2)nc1	4	nt	-1
9	Cc1cccnc1C1=NOC(C)C(=O)N1Cc1ccc(S(C)(=O)=O)cc1 (stereo not given)	5	nt	2
10	O=C(c1cn[nH]n1)N1CCN(Cc2cccc(Cl)c2Cl)CC1	1	nt	2
11	COc1ccc(CNC(=O)c2cn(Cc3ccc(C)cc3)c(=O)s2)cc1OC	2	nt	-5
12	CN(C)c1ccc(NC(=O)c2cccc(F)c2)cc1CN(CC1CC1)C(=O)c1ccc(F)cc1	8	-6	2
13	O[C@@]1(c2ccccc2)CCN(Cc2nc(-c3ccc4c(c3)OCO4)no2)[C@@H]2CCCC[C@@H]21	6	-7	-3
14	O=c1c2c3c(sc2ncn1CCc1n[nH]c2c1CCCC2)CNCC3	-9	-7	0
15	CN1C(=S)N(c2ccc(OCc3ccccc3)cc2)C(=O)/C1=C\c1ccc(O)cc1O	2	-1	5
16	O=C(CNC(=O)COc1ccccc1)N=Nc1c(O)n(Cc2ccccc2)c2ccccc12	-1	-4	-2
17	O=C(CCn1cnc2sc3c(c2c1=O)CCCC3)NCc1ccccn1	9	nt	-7
18	O=C(Nc1ccc(Br)cc1Cl)c1ccc(Cl)c(N2CCCC2=O)c1	6	nt	-8
19	CC1=CC(=C(C#N)C#N)CC(C)(C)C1	1	nt	2
20	CC1=C(C(N)=O)C(c2ccc(Br)cc2)n2ncnc2N1 (stereo not given)	1	-4	-9
21	Cc1c(C)n2c3c(=O)n(CCc4ccccc4)c(=O)n(C)c3nc2n1CC1CCCO1 (stereo not given)	2	nt	-7
22	Cc1ccsc1CNc1cccc(C(=O)N(C)Cc2snnc2C)c1	10	nt	-5
23	O=C(NCCCN1CCOCC1)c1cccc(CSc2nc(Cl)cc(N3CCN(C/C=C/c4ccccc4)CC3)n2)c1	13	-6	-9
24	Cc1ccccc1-c1cc(O)c2c(c1)CN(C(=O)CCn1cnnc1)CCO2	-1	nt	-13
25	Clc1ccc(-c2csc3ncnc(N4CCCC4)c23)cc1	2	-1	-3
26	CC(NC(=O)Cc1csc(NC(=O)c2ccco2)n1)c1ccccc1 (stereo not given)	5	-7	-5
27	CC(C)C(NC(=O)CCc1nc2cc(S(=O)(=O)N3CCOCC3)ccc2n1C)c1ccccc1 (stereo not given)	6	nt	-6
28	COCCN(CC(=O)Nc1nc(CC(=O)NCCc2ccccc2)cs1)C(=O)c1ccccc1	-11	-4	-6
29	C=Cc1ccc(C(=O)N(C)CC2CCCN(CCc3ccccc3C)C2)cc1 (stereo not given)	-4	-1	1
30	CCOc1ccc(C2=NC(=Cc3cc(OC)c4c(c3)OCCO4)C(=O)O2)cc1	0	nt	-4
31	COc1cccc(CN2C(=O)C3(NCCS3)c3cc(Cl)ccc32)c1 (stereo not given)	5	nt	-2
32	CCOc1ccc(C2=NC(=Cc3cc(OC)c4c(c3)OCCO4)C(=O)O2)cc1OCC	2	nt	-6
33	Cc1ccc(NC(=O)NCc2nnnn2C2CCCCC2)cc1	3	nt	-15
34	COCCC(=O)Nc1ccc2c(c1)CN(Cc1cccn1-c1ncccn1)CC2	3	-3	-5
35	CCOc1ccc(SCC(=O)Nc2ccc(F)c(NC(C)=O)c2)cc1	2	nt	-8
36	O=C(NC1CC1)C1CCCN(C(=O)C2CC2c2ccc(Cl)cc2)C1 (stereo not given)	7	-3	2
37	COc1ccccc1C(C)NC(=O)c1ccccc1C(F)(F)F (stereo not given)	7	-7	-12
38	O=[N+]([O-])C(C1=NCCO1)/C(Cl)=C(/Cl)N1CCOCC1 (stereo not given)	-6	nt	-4
39	CO[C@H]1COC[C@@H]1NCC(=O)Nc1cccc(F)c1C	-1	nt	1
40	O=C(Nc1ccc(N2CCCCC2)cc1)c1ccc(N2CCCC2)c([N+](=O)[O-])c1	11	1	-3
41	CN(C)c1ccc(-c2nc(-c3cc4c5c(c3)CC(=O)N5CCC4)cs2)cc1	3	-2	0
42	O=C(CCC1CCN(Cc2cc(Cl)ccc2O)CC1)NCc1cccnc1	9	nt	-9
43	COc1ccc(NC(=O)c2ccc(Cn3ccnc3)cc2)cc1N1CCCC1=O	6	nt	-5
44	Cc1cc(Cl)ccc1S(=O)(=O)N1CCCc2c1cccc2S(N)(=O)=O	2	nt	-6
45	Cc1nsc(NC(=O)N2CCC(CN)CC2)n1	2	nt	-5
46	Cc1cccc(C(=O)NC2CC(=O)N(CCc3ccc(F)cc3)C2)n1 (stereo not given)	16	nt	-10
47	C=CCOc1ccccc1CN1C(=O)C(O)(CC(C)=O)c2cc(C)cc(C)c21 (stereo not given)	2	-4	-1
48	CC(C)(C)C(C#N)NC(=O)c1ccc(Oc2cccnc2)cc1 (stereo not given)	-4	nt	-9
49	CN(Cc1ccccc1)C1CCCN(C(=O)CCc2cnccn2)C1 (stereo not given)	7	nt	-6
50	Cc1ccc2c(C)cc(SCC(=O)NC(C)C)nc2c1C	19	-15	-10

# Next compounds.
no.	SMILES	NPYLR7 ag	mcGAS inh	hcGAS inh
51	CC(=O)Nc1ccc(-c2csc(N3CCN(C)CC3)n2)c(F)c1	-17	nt	4
52	CN1CC(=O)N2C[C@H](NC(=O)c3ccc(-c4ccn[nH]4)cc3)C[C@H]2C1=O	5	-13	-7
53	C=CCc1ccc(OC(C)C(=O)Nc2ccc(OC)cc2)c(OC)c1 (stereo not given)	3	-17	-1
54	Cn1cnnc1SCC(=O)N1N=C(c2cccs2)CC1c1cccs1 (stereo not given)	1	nt	-3
55	O=C(c1cnn2c(-c3ccccc3)cc(-c3ccccc3)nc12)N1CCOCC1	-5	-5	-5
56	CC(=O)Nc1ccc2c(c1)S(=O)(=O)N=C(c1ccoc1)N2c1ccccc1	20	nt	-7
57	Cc1nn(C)cc1-c1ccnc(NCc2cc(-c3ccccc3)n(C)n2)n1	0	nt	-5
58	COc1ccc(C(=O)N2CCN(c3cc(Cl)nc(SCC(=O)N4CCN(c5cccc(Cl)c5)CC4)n3)CC2C)cc1 (stereo not given)	1	1	4
59	O=C(C1CCCN1c1nnc(N2CCCC2=O)s1)N1CCC(N2CCCCC2)CC1 (stereo not given)	nt	-6	-11
60	Fc1ccc(CN2CCC(Cc3ccc(-n4cccc4)cc3)CC2)cc1C(F)(F)F	2	-6	-4
61	CCOc1ccc(C(=O)NCCc2csc3nc(-c4ccc(OC)c(OC)c4)nn23)cc1	0	0	0
62	O=c1[nH]c(=O)n(Cc2coc(-c3ccc(F)c(F)c3)n2)cc1Cl	1	nt	-1
63	Cc1[nH]n(-c2nc(-c3ccc(Cl)cc3)cs2)c(=O)c1N=Nc1c(Cl)cccc1Cl	-7	-5	-4
64	Cc1cc(C(=O)COC(=O)C2=COCCO2)c(C)n1CC1CCCO1 (stereo not given)	11	nt	-12
65	Cc1cccn2c(=O)c3cc(C(=O)N4CCC(C)CC4)sc3nc12	9	nt	-3
66	CCOc1ccc(/C=N\Nc2nc(N3CCOCC3)nc(N3CCOCC3)n2)cc1	-1	-3	-4
67	O=C(NCCc1ccc(Cl)cc1Cl)C1CSC2(CCN(C(=O)C3C[C@H]3c3ccccc3)CC2)N1 (stereo not given in full)	nt	-2	-4
68	CCOc1ccccc1-c1cc(C(=O)N2CCCC2c2cc(C)on2)[nH]n1 (stereo not given)	-5	nt	9
69	O=C(C=Cc1cccs1)NC1CCCCC1	3	-7	-6
70	COCCN(Cc1nccn1Cc1cccc(C(F)(F)F)c1)C(=O)c1cccc(F)c1	6	-4	-4
71	Cc1ccc(C)n1-c1sccc1C(=O)O	25	86*	44*
72	COC(=O)[C@@H]1CCCN1C(=O)Cc1ccc(N2CCC(NCc3ccon3)CC2)cc1	7	nt	-11
73	CCCCCCCC(=O)Nc1c(-c2cccc(Cl)c2)nc2ccc(C)cn12	5	-9	-1
74	COc1ccc(C(C2Sc3ncnn3C2=O)N2CCN(Cc3ccccc3)CC2)cc1OC (stereo not given)	0	-7	-4
75	CCOC(=O)C(C)Sc1nnc(NC(=O)c2cccc(Cl)c2)s1 (stereo not given)	-4	-4	-6
76	O=C(Nc1cccc(Cl)c1)N1CCC2(CC1)SCCN2C(=O)c1ccc(F)cc1	-4	-4	1
77	Cc1nn(C)cc1CN1CCN(Cc2ccsc2)C(CCO)C1 (stereo not given)	7	-7	-3
78	OC(c1ccc(Cl)cc1)c1ncc(-c2cccc(F)c2)[nH]1 (stereo not given)	1	nt	-9
79	COc1cn(CC(=O)NC2CCCCC2)c(CN2CCCCCC2)cc1=O	1	-9	-7
80	O=C(O)CCc1nnc(SCc2ccccc2Cl)[nH]c1=O	8	nt	3
81	Cc1nnc(-c2ccc(C(C)N3CCCCC3)cc2)s1 (stereo not given)	nt	-12	-7
82	COc1ccc(NC(=O)CN2CN(c3ccccc3)C3(CCN(C(=O)c4cccc(Cl)c4)CC3)C2=O)cc1	-3	1	-1
83	COc1ccc(C(=O)CSc2nc(N)c(NC(=O)c3ccc(OC)c(OC)c3)c(=O)[nH]2)cc1	-3	-2	3
84	CCC(C)N(Cc1csc(COc2ccc(Cl)cc2)n1)C(=O)c1ccccc1C (stereo not given)	5	-11	-5
85	Fc1ccccc1C1CC(c2ccc(Br)cc2)=Nc2nnnn21 (stereo not given)	-3	nt	-3
86	COc1cccc(OC)c1C(=O)NC1CCN(c2ccccc2C(=O)NC(C)c2ccccc2)CC1 (stereo not given)	-6	1	-1
87	COCCCN(Cc1cccn1C)CC(C)O (stereo not given)	29	-5	-7
88	CN(CCCNC(=O)C1CC=CCC1C(=O)N1CCc2c([nH]c3ccccc23)C1)c1ccccc1 (stereo not given)	-8	nt	-3
89	CNC(=O)c1cc(Cl)c(OC(C)C)c(OC)c1	-6	nt	-11
90	Cn1c(C2CC2)nc2c1CCN(CCC(=O)N1CCOCC1)C2	0	nt	14
91	CCOc1ccc(-c2ccnc(CC3CCN(C)CC3)n2)cc1C(=O)O	-1	nt	-6
92	Cc1cc(C)c(CS(=O)(=O)c2nnc(C3CC3)n2CCC(N)=O)c(C)c1	0	nt	-5
93	COC(=O)c1c(C)[nH]c(C(=O)CSc2nncs2)c1C	-4	nt	-5
94	CC1NC(=S)N(C2CCSc3c(F)cccc32)C1=O (stereo not given)	11	nt	-6
95	CC(=O)N1CCN(c2cc3c(cc2F)c(=O)c(C(=O)Nc2cccnc2)cn3C2CC2)CC1	5	-10	-12
96	COc1ccc(Cc2nnc(SCC(=O)Nc3cc(C)ccc3C)[nH]c2=O)cc1	-9	-7	-2
97	CC1CN(c2ncnc3scc(-c4ccc(Cl)cc4)c23)CC(C)O1 (stereo not given)	5	nt	-8
98	Cn1nc(C(=O)N2CCSCC2)c2c1CCC(NCC1(c3ccccc3)CCOCC1)C2 (stereo not given)	18	-6	-18
99	C=C(C)C(O)(C(=C)C)c1ccc(CN(Cc2cc(OC)cc(OC)c2)CC(C)C)o1	0	-6	-7
100	CN(C)c1cccc2c(C=C(C#N)C#N)ccc(N(C)C)c12	2	nt	-3

# Entries of single compounds from above.
# Listed for `CC1NC(=S)N(C2CCSc3c(F)cccc32)C1=O` (stereo not given) : NPYLR7 ag: 11; mcGAS inh: nt; hcGAS inh: -6
# Listed for `Cc1cc(C)c(CS(=O)(=O)c2nnc(C3CC3)n2CCC(N)=O)c(C)c1` : NPYLR7 ag: 0; mcGAS inh: nt; hcGAS inh: -5

# (continued)
no.	SMILES	NPYLR7 ag	mcGAS inh	hcGAS inh
101	CC(C)C(NS(=O)(=O)c1cccs1)C(=O)O (stereo not given)	5&0	nt	-3&-5
102	CSc1ccccc1C(=O)NCc1c(C)ncc2c1CCN(C(=O)CCc1ccccc1)C2	20	-13	-5
103	CCOC(=O)c1ccc(NC(=O)N2CCSC2c2ccc(C(C)(C)C)cc2)cc1 (stereo not given)	0	-1	1
104	Cc1csc(CN(C)C(=O)CCCn2nnnc2CN2CCc3ccccc3C2)n1	2	nt	-6
105	O=C(c1c[nH]c(=O)c(Cl)c1)N1CCC(C(O)(c2ccccc2)c2ccccc2)CC1	-11	nt	-4
106	COc1ccccc1N1C(=O)c2ccc(-c3nc4cc(Cl)ccc4c(=O)o3)cc2C1=O	4	-3	12
107	C=CCN1C(=O)NC(c2cccc(Oc3ccccc3)c2)C2=C1CN(CCc1ccccc1)C2=O (stereo not given)	9	-6	-3
108	O=S(=O)(Cc1ccc(Cl)cc1Cl)c1ccc2c(c1)OCCO2	1	nt	-4
109	CCOC(=O)C1CCN(C(=O)CCN(CC(C)C)c2nc(Cc3ccc(C)cc3)ns2)CC1	4	-7	-10

# Sorted by molar mass (ascending): some entries from above.
no.	SMILES	NPYLR7 ag	mcGAS inh	hcGAS inh
101	CC(C)C(NS(=O)(=O)c1cccs1)C(=O)O (stereo not given)	5&0	nt	-3&-5
106	COc1ccccc1N1C(=O)c2ccc(-c3nc4cc(Cl)ccc4c(=O)o3)cc2C1=O	4	-3	12
102	CSc1ccccc1C(=O)NCc1c(C)ncc2c1CCN(C(=O)CCc1ccccc1)C2	20	-13	-5

# Not a hit list; about 0.29% have a hit in one of these screens.
